Assay outcomes from PubChem BioAssay.
MITF inh = MITF inhibitors, primary screen, biochemical, AlphaScreen, human. Microphthalmia-associated transcription factor (Homo sapiens), O75030. AlphaScreen MITF homodimerization, bead proximity signal. inhibition, % at 2.6 µM. 650,000 tested, 0.91% active. AID 1259374, 2018; in the data active means inhibition above about 50%;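 further: 0% = vehicle wells with protein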
TEAD-YAP inh = TEAD-YAP interaction inhibition, primary screen, TEAD-YAP interaction inhibitor project, luminescence, HEK-TIYL cells; TEAD-Gal4/YAP UAS-luciferase luminescence; inhibition, % at 9.12 µM; 640,000 tested, 1.4% active; AID 1259422, 2018; in the data active means inhibition above about 32%;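 further: 0% = median of test compound wells and 100% = reference inhibitor wells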
FBW7 act = FBW7 E3 ligase activators, primary screen, biochemical, AlphaScreen, human; AlphaScreen FBW7–phospho-cyclin E peptide binding, activator screen; F-box/WD repeat-containing protein 7 (Homo sapiens), Q969H0; 650,000 tested, 0.13% active; normalized activity (activation), % at 26.1 µM; in the data active means normalized activity above about 1.9%;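 further: purified mutant Fbw7 with reduced substrate affinity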
Target sequence (Q969H0 whole entry, looked up): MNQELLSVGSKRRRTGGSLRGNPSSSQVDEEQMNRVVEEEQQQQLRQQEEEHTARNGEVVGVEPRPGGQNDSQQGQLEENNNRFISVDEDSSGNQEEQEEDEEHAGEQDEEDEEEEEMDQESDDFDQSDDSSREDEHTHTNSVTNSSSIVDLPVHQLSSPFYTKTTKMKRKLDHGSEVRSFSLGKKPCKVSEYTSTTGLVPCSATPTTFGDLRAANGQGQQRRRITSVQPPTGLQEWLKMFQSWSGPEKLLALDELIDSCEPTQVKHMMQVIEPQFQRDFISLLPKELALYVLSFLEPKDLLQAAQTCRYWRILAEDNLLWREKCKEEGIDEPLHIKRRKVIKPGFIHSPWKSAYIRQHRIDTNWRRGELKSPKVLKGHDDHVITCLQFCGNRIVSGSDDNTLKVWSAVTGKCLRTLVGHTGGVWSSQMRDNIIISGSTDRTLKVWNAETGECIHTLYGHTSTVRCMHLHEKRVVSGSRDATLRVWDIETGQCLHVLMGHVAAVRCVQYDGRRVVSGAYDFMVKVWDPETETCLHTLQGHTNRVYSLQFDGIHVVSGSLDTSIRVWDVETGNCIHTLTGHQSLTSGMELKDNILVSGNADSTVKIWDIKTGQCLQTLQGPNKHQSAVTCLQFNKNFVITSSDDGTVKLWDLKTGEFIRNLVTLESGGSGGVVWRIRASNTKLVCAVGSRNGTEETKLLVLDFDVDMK
GPR151 ag = activators of human GPR151, primary screen, cell-based, PathHunter beta-arrestin, luminescence; G-protein coupled receptor 151 (Homo sapiens), Q8TDV0; 650,000 tested, 1% active; PathHunter beta-arrestin GPR151 cells; activation, % at 11.2 µM; in the data active means activation above about 4.9%;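 further: 0% = median of compound wells and 100% = cells with positive control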
Numbers without * were called inactive.

SMILES	MITF inh	TEAD-YAP inh	FBW7 act	GPR151 ag
O=C(Nc1nnc(Cc2ccccc2)s1)c1ccc([N+](=O)[O-])cc1Cl	13	7	0.0	2.4
CCN(CC)S(=O)(=O)c1cc(C(=O)O)ccc1F	8	10	0.7	-0.3
CC(C)c1ccc(NC(=O)c2cn(-c3ccc(Cl)cc3)c(=O)c3ccccc23)cc1	2	3	-0.1	4.2
Cc1cc(C)cc(OCC(=O)Nc2cccc(C)n2)c1	7	4	0.2	0.2
COCCn1c(=N)c(C(N)=S)cc2c(=O)n3cccc(C)c3nc21	5	3	-0.1	0.8
N#CCCN(/N=C/C=C/c1ccccc1)C1=NS(=O)(=O)c2ccccc21	14	-19	0.6	-0.1
COc1ccc2c(c1)NC1(CCN(C(=O)c3cc(C)oc3C3CC3)CC1)c1cccn1-2	-5	-3	0.1	0.5
CC(C)NC(=O)NC(=O)CN1c2cccc3cccc(c23)S1(=O)=O	1	-3	0.5	-1.0
COC(CNC(=O)CCS(=O)(=O)Cc1ccccc1Cl)OC	9	7	0.4	-0.2
CCCCC(=O)Nc1ccc(C(=O)Nn2cnnc2)cc1	-3	-6	-0.1	-1.3
Cc1ccccc1Oc1nc2c(C)cccn2c(=O)c1/C=C(\C#N)C(=O)N1CCOCC1	7	25	-0.2	0.5
CN1CC=C2C(C#N)=C(N)C(C#N)(C#N)C(c3ccc(Br)cc3)C2C1 (configuration not stated)	-8	-2	-0.2	-0.1
O=C(CN1C(=O)NC(Cc2ccccc2)(Cc2ccccc2)C1=O)NC1CCCCC1	8	-7	0.1	0.2
CCCNc1ncnc2c1nc(Nc1cc(OC)c(OC)c(OC)c1)n2C(C)C	11	-11	0.0	-1.1
COC(=O)c1ccsc1NC(=O)c1ccsc1NC(=O)c1cccnc1	9	-6	1.0	1.9
Cc1cc(=O)n(CC(=O)Nc2ccc(Cl)c(Cl)c2)c(-n2nc(C)cc2C)n1	-6	5	0.3	1.7
N#CCNC(=O)COc1ccc(Cl)cc1	6	-4	0.1	0.1
Cc1nc(Oc2cccc(N)c2)c(C#N)c(C)c1Cl	7	-6	0.1	-0.3
CCCCc1ccc(C(=O)CSC2=C(C#N)C(c3ccco3)C(C(=O)Nc3ccccc3OC)=C(C)N2)cc1 (configuration not stated)	4	-4	0.1	3.0
CCOC(=O)/C(Sc1ccccc1[N+](=O)[O-])=C(/C)N1CCCC1	7	-6	0.0	-2.2

Compounds listed so far containing a nitro group on carbon:
SMILES	MITF inh	TEAD-YAP inh	FBW7 act	GPR151 ag
O=C(Nc1nnc(Cc2ccccc2)s1)c1ccc([N+](=O)[O-])cc1Cl	13	7	0.0	2.4
CCOC(=O)/C(Sc1ccccc1[N+](=O)[O-])=C(/C)N1CCCC1	7	-6	0.0	-2.2

The listing continues.
SMILES	MITF inh	TEAD-YAP inh	FBW7 act	GPR151 ag
Cn1cc(CN2CCCC(CNC(=O)c3ccc4c(c3)OCO4)C2)c2ccccc21 (configuration not stated)	-2	-2	0.0	-0.1
O=S(=O)(c1cccc(Cl)c1Cl)N1CCN(C(=S)NCc2ccco2)CC1	0	5	0.2	2.0
O=C(CCCc1ccccc1)Nc1cccc(N2CCC(N[C@H]3CCCCNC3=O)CC2)c1	8	-2	-0.1	-1.3
Cc1ccc2sc(N(Cc3ccccc3)C(=O)C3CCCN3S(C)(=O)=O)nc2c1C (configuration not stated)	-10	5	0.2	1.6
COP(=O)(OC)c1nc(-c2ccccc2)oc1NCc1ccc2c(c1)OCO2	1	-11	-0.2	1.7
O=C(Nc1ccc(F)c(Cl)c1)c1cc(-c2ccco2)on1	10	-22	0.2	-0.7
CCOC(=O)c1sc2nc(SCC(=O)NCc3ccco3)n(Cc3ccccc3Cl)c(=O)c2c1C	16	-10	0.4	-0.8
CC1CC(C)CN(C(=O)CN2C(=O)c3ccccc3S2(=O)=O)C1 (configuration not stated)	-7	-41	-0.1	3.3
O=C(NCCOc1ccc2nnc(-c3cccc(F)c3)n2n1)Nc1ccccc1F	-4	-8	-0.1	0.2
CC1CCCC(C)N1C(=O)CN1C(=O)c2ccccc2C1=O (configuration not stated)	2	6	-0.1	0.4
CNc1nc(Nc2ccc(C)c(C)c2)c2nccnc2n1	0	6	1.3	-1.9
O=C(Cn1c(=O)oc2ccccc21)Nc1ccc(OC(F)(F)F)cc1	-6	-4	0.0	0.0
COc1ccccc1/C=C1/OC(=O)c2c1cc(C)[nH]c2=O	12	2	0.2	-1.2
CC(C)NC(=O)c1ccc2c(=O)n(C3CCCC3)c(=S)[nH]c2c1	10	7	0.2	0.7
CCCOC(=O)Nc1ccc(C(N)=O)cc1	15	-45	1.0	-2.0
CCOc1cccc(C2CC(c3ccc(OC)cc3)=NC(c3ccc(C)cc3)N2)c1O (configuration not stated)	7	-39	-0.1	0.8
CCOc1ccc(NC(=O)CN2CCN(CC(=O)Nc3ccc4c(c3)OCO4)CC2)cc1	13	-4	0.4	-2.3
Cc1cc2cc(CN(CCO)C(=O)c3ccc(F)cc3)c(=O)[nH]c2cc1C	10	6	0.2	0.3
COc1cc2nc(C3CCC3)n(NC(=O)c3ccco3)c(=O)c2cc1OC	7	-37	0.2	0.8
CS(=O)(=O)c1ccc(-c2cccc3c2OC(CNC(=O)[C@@H]2CSC(=O)N2)C3)cc1 (some centres not stated)	-7	-9	-0.1	-1.4
CN1C(=O)c2ccc(NC(=O)c3ccc(N4C(=O)CCC4=O)cc3)cc2C1=O	2	-7	0.0	1.6
CC(=O)c1ccc(NC(=O)CSc2ccsc2[N+](=O)[O-])cc1	22	-15	0.0	-0.2
Cc1cccc(Cn2cnc(NC(=O)COc3ccc([N+](=O)[O-])c(C)c3)n2)c1	13	-5	0.4	3.2
O=C1CCC(=O)N1C1CCN2CCCc3cccc1c32 (configuration not stated)	11	1	0.4	-0.4
CCc1nc2cc(Cl)c(Cl)cc2[nH]1	7	-10	0.1	0.3
O=c1oc2ccccc2cc1-c1nc(-c2ccc(Br)cc2)cs1	-4	0	0.0	-0.8
CCN(CC)CCCOC(=O)c1ccc(O)c(O)c1	7	18	-0.3	-0.7
COc1ccc(-c2nc3ncnc(NC4CCN(Cc5ccccc5)CC4)c3[nH]2)cc1	2	-2	0.0	-0.4
COc1cc(C#N)ccc1OCC(=O)NCC(=O)Nc1ccc(F)c(F)c1F	13	-12	0.0	1.3
COc1ccc(-c2csc(/C(C#N)=C\Nc3ccc(OC)cc3OC)n2)cc1	-14	13	0.1	0.1
COc1cc(NC(=O)c2ccc3nc(NC4CCC(O)CC4)sc3c2)cc(OC)c1OC (configuration not stated)	10	10	0.1	0.7
NCCSc1nnc(-c2cccs2)n1-c1ccccc1	41	7	0.3	1.1
CN1C(=O)C(ON2C(=O)c3ccccc3C2=O)N(c2ccc(Br)cc2)C1=O (configuration not stated)	10	8	0.1	1.6
CCN(CC)CCN(C)Cc1c(C(=O)N2CCOCC2)nc2c(C)cccn12	-17	-3	0.3	-0.4
COc1ccc(Br)cc1C1N=C(c2cccc(Br)c2)CC(c2cc(Cl)ccc2O)N1 (configuration not stated)	-17	9	0.0	-0.6
O=C(NNC(=O)c1ccncc1)Nc1cccc([N+](=O)[O-])c1	10	3	1.1	-1.2
O=C(Nc1ncn[nH]1)c1cc(Cl)ccc1Cl	2	2	-0.4	1.7
CC(=O)c1ccc(NC(=O)c2cc3ccccc3o2)cc1	-9	-34	0.0	0.4
COc1ccc(CNC(=O)c2cc(-c3cccc(OC)c3)n[nH]2)cc1	0	-17	-0.1	1.7
CCOc1ccc(-n2c(C)c(C)n3c4c(=O)n(CCOC)c(=O)n(C)c4nc23)cc1	10	8	-0.2	0.4

4 of the compounds above, field by field.
canonical_smiles: NCCSc1nnc(-c2cccs2)n1-c1ccccc1
  MITF inh: 41
  TEAD-YAP inh: 7
  FBW7 act: 0.3
  GPR151 ag: 1.1
canonical_smiles: O=C1CCC(=O)N1C1CCN2CCCc3cccc1c32 (configuration not stated)
  MITF inh: 11
  TEAD-YAP inh: 1
  FBW7 act: 0.4
  GPR151 ag: -0.4
canonical_smiles: CCN(CC)CCCOC(=O)c1ccc(O)c(O)c1
  MITF inh: 7
  TEAD-YAP inh: 18
  FBW7 act: -0.3
  GPR151 ag: -0.7
canonical_smiles: O=C(NNC(=O)c1ccncc1)Nc1cccc([N+](=O)[O-])c1
  MITF inh: 10
  TEAD-YAP inh: 3
  FBW7 act: 1.1
  GPR151 ag: -1.2

Carrying on.
SMILES	MITF inh	TEAD-YAP inh	FBW7 act	GPR151 ag
CC1Oc2ccc([N+](=O)[O-])cc2N(Cc2ccncc2)C1=O (configuration not stated)	14	-19	-0.4	0.3
O=C1c2[nH]nc(-c3ccccc3O)c2C(c2ccccc2)N1Cc1ccco1 (configuration not stated)	1	-1	-0.2	-0.1
Cc1nn2c3ccccc3n(CC(=O)c3ccc([N+](=O)[O-])cc3)c2nc1=O	-1	7	0.0	0.9
O=C(Nc1ccc(Oc2ccc(Oc3ccc(NC(=O)C(F)(F)F)cc3)cc2)cc1)C(F)(F)F	-10	10	-0.1	-0.7
CCOc1ccc(NC(=O)c2c(NC(=O)c3ccc([N+](=O)[O-])cc3)sc3c2CCCC3)cc1	0	-3	-0.1	0.3
COCCNC(=O)C(=O)N/N=C/c1cccc(OC)c1OC	-7	-2	0.0	0.7
CC(C)OCCCNC(=O)Nc1cccc(Cl)c1	-4	-22	0.0	-0.8
CC1(C)C(=O)C2(CCCCC2)C(=O)OC1c1ccccc1[N+](=O)[O-] (configuration not stated)	5	-5	-0.1	0.3
Cc1ccc(NC(=O)Cn2nnc(-c3ccc4c(c3)OCO4)n2)cc1F	15	-6	0.4	-0.4
NC(C(=O)N1CCCC(Nc2ccc3[nH]ncc3c2)C1)c1cccc(F)c1 (configuration not stated)	12	-19	-0.3	0.2
COc1ccc(OC)c(C2=C/C(=C/c3ccccn3)C(=O)O2)c1	17	-10	0.6	-1.4
COc1ccc(C(c2nnnn2C(C)(C)C)N2CCC(C(N)=O)CC2)cc1OC (configuration not stated)	2	-7	-0.1	0.4
CCC(Cc1ccccc1)NC(=O)c1ccc2nc(N3CCOCC3)sc2c1 (configuration not stated)	-10	1	0.8	-1.6
CCOc1ccccc1N1CC(C(=O)N2CCc3ccccc3C2)CC1=O (configuration not stated)	11	4	0.2	0.8
Cc1ccc2c(c1)c(=O)c1ccccc1n2CCCC(=O)Nc1ccc(C)c(F)c1	-2	8	0.4	-0.8
N=c1oc2ccccc2cc1-c1nc(-c2cc3cc(Br)ccc3oc2=O)cs1	5	2	-0.1	-1.2
Cc1cc(NCCN2CCOCC2)nc(N2CCC(N3CCOCC3)CC2)n1	-4	1	0.1	-0.9
COc1cc(C(=O)NC(C)C(c2cccs2)N2CCN(c3ccccc3)CC2)cc(OC)c1OC (configuration not stated)	-3	1	-0.1	1.0
CCC(C)N1C(=O)C2C(C(=O)Nc3ccc(C)c(Cl)c3)C3C=CC2(O3)C1C(=O)NC1CCCC(C)C1C (configuration not stated)	8	4	0.0	-0.1
CCOC(=O)c1ccc(NC(=O)NNC(=O)Cc2ccc([N+](=O)[O-])cc2)cc1	10	-7	0.3	0.4
Cc1ccc(CSCC2Nc3ccc(C(=O)NCc4ccco4)cc3NC2=O)cc1 (configuration not stated)	13	9	-0.1	0.0
COC(=O)C1=C(C(=O)c2ccccc2)C(c2ccc(OC)cc2OC)Nc2nnnn21 (configuration not stated)	-1	9	0.1	1.3
COc1ccc(C(=O)Oc2cccc(F)c2)c(OC)c1	-3	-12	0.0	0.3
COC(=O)CN(c1cc(C)cc(C)c1)S(C)(=O)=O	13	-9	0.1	0.0
Cc1ccc(NC(=O)Nc2ccc3ccccc3c2)cc1	-17	-32	-0.1	-1.0
Cc1nn(CC(=O)NC(C)C)c(C)c1[N+](=O)[O-]	-23	1	0.1	-0.8
O=C(OC1CCOC1=O)c1ccc(Cl)c([N+](=O)[O-])c1 (configuration not stated)	25	0	0.0	0.1
COc1ccccc1C(=O)NCC(c1ccc(N(C)C)cc1)N1CCN(c2ccccc2)CC1 (configuration not stated)	-11	-6	-0.2	1.1
COc1cc2c(cc1OC)C(COc1ccc([N+](=O)[O-])cc1)N(C(=O)Cc1ccccc1)CC2 (configuration not stated)	-9	-12	0.3	-0.3
Cc1cc(C(=O)O)ccc1NC(=O)c1cccs1	4	0	0.1	-0.1
COc1ccc(-n2c(=S)[nH]c3cc(C(=O)NCCc4ccc(OC)c(OC)c4)ccc3c2=O)c(OC)c1	25	-1	0.2	-0.4
COc1ccc(-c2nc(Nc3ccc(NC(C)=O)cc3)c3[nH]cnc3n2)cn1	-5	-5	0.0	-0.1
CN(C)S(=O)(=O)c1ccc(C(=O)Nc2ccc(I)cc2)cc1	19	-1	0.1	0.5
O=C(Nc1nnc(Cc2cccs2)o1)C1CCCCC1	12	-2	-0.1	-0.2
COc1ccc(-c2cc3nc4c(c(N5CCC6(CC5)OCCO6)n3n2)CCC4)cc1	-3	-15	-0.2	0.5
O=C(CSc1nc2cc(C(=O)NCC3CCCO3)ccc2c(=O)n1Cc1ccco1)Nc1ccccc1Cl (configuration not stated)	26	3	0.3	-1.2
CC(NC(=O)c1cccc(F)c1)C(c1cccs1)N1CCOCC1 (configuration not stated)	-7	-8	0.0	-0.3
